Screening results deposited in PubChem by National Center for Advancing Translational Sciences (NCATS).
GLP-1R agonist: qHTS of GLP-1 Receptor Agonists; Glucagon-like peptide 1 receptor (Homo sapiens), P43220; HEK293 GLP-1R CRE-luciferase, luminescence, 4-6 h; cells express a hypersensitive GLP-1R form; Potency, µM (series often up to 45.6 µM), for inactives: at the highest dose activation, actives largely listed as activators; hit rate 0.007% among 380,000; AID 624172, 2012; note: potency is the fitted concentration of half-maximal effect; % of control where 0% means no effect
Target sequence (P43220 whole entry, looked up): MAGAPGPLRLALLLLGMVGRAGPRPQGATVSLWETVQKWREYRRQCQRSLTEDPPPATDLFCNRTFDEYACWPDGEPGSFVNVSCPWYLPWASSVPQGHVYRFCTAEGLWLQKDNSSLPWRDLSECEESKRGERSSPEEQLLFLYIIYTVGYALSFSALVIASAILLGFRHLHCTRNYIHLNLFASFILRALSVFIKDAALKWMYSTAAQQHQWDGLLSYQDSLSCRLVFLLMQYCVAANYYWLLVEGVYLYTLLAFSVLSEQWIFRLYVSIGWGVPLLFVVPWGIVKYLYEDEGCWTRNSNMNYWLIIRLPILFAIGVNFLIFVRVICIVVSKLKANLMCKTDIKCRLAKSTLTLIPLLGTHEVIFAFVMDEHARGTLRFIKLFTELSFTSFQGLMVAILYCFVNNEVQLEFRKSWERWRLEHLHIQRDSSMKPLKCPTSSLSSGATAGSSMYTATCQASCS
IL-1B inflam inh: qHTS for Inhibitors of Inflammasome Signaling: IL-1-beta AlphaLISA Primary Screen; THP-1 LPS/ATP IL-1B secretion, AlphaLISA, 16 h; stronger effect = lower value; activity change, % at 57.5 µM; hit rate 4.7% among 360,000; AID 743279, 2014; in the data active = activity change below about -50%; inconclusive = mostly about -30% to -49%; note: % is set by controls: 0 for no effect and ±100 for the full control effect
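Secreted IL-1B measured by AlphaLISA bead assay after 16 h compound exposure of THP-1 cells; compounds (final up to 57.5 uM) added 1 h before LPS (250 ng/mL) and ATP (1.25 mM) stimulation; lower signal means less secretion.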
KB-V1 MDR tox: qHTS assay for MDR1-selective chemotherapeutics: Primary screen using the drug-selected MDR subline cells KB-V1 | hit rate 3.4% among 400,000 | KB-V1 MDR cells viability, CellTiter-Glo, 72 h | AID 1347076, 2019 | Potency, µM (highest dose often 46.1 µM), for inactives: at the top dose activity change, negative = cytotoxicity, usual class: cytotoxic; note: potency is the fitted concentration of half-maximal effect; % is set by controls: 0 for no effect and ±100 for the full control effect; nearly all actives have a fitted effect of over 60% in size
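Cells of the MDR subline KB-V1 are plated, dosed with compound at multiple concentrations, and incubated 72 h at 37 degrees C; CellTiter-Glo is then added and luminescence read after 10 min.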
HT1080NT lethal: qHTS for induction of synthetic lethality in tumor cells producing 2HG: qHTS for the HT-1080-NT fibrosarcoma cell line | AID 686970, 2013 | hit rate 1.6% among 360,000 | Potency, µM (doses to about 46.1 µM), without a hit: at the highest dose activity, negative = less viability, hits mostly cytotoxic | HT-1080-NT fibrosarcoma viability, CellTiter-Glo ATP luminescence, 48 h;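 note: NT is the 2HG producing partner of a matched IDH1 knockdown line; potency is the fitted concentration of half-maximal effect; 0% = DMSO-treated cells and -100% = media-only wells without cells; nearly all actives have a fitted effect of over 55% in size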
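HT-1080-NT; 750 cells/well; 5% FBS RPMI; 48 h compound, 37 degrees C; CellTiter-Glo luminescence; curve fitting and curve-class assignment.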
HT1080 IDH1KD tx: qHTS for induction of synthetic lethality in tumor cells producing 2HG: qHTS for the HT-1080-IDH1KD cell line | hit rate 2% among 360,000 | Potency, µM (top dose mostly 46.1 µM), for the others: at the top dose activity, negative = toxicity, most hits filed as cytotoxic | AID 686971, 2013 | HT-1080 IDH1 knockdown viability, ATP luminescence, 48 h;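 note: potency is the fitted concentration of half-maximal effect; 0% = DMSO wells and -100% = cell-free medium wells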
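In this qHTS, HT-1080 cells depleted of IDH1 are exposed for 48 h at 37 °C to compound titrations. Toxicity is scored from CellTiter-Glo luminescence, with DMSO as full viability and medium alone as none.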
SW480 rerep: A quantitative high throughput screen for small molecules that induce DNA re-replication in SW480 colon adenocarcinoma cells. SW480 DNA re-replication, Hoechst DNA content imaging, 48 h. Potency, µM (series often up to 46.1 µM), inactives show top-dose re-replication activation, usual class: activators. hit rate 1.8% among 340,000; note: potency is the fitted concentration of half-maximal effect; % of control where 0% means no effect; nearly all actives have a fitted effect of over 55% in size
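Treated cells incubate 48 hr (37 C, 5% CO2), are stained 40 min with Hoechst, and nuclear fluorescence is enumerated; a rise in nuclei with high DNA signal marks re-replication.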
KB-3-1 cytotox: qHTS assay for MDR1-selective chemotherapeutics: Primary screen using the parental adenocarcinoma cell KB-3-1; KB-3-1 viability, CellTiter-Glo ATP luminescence, 72 h; Potency, µM (titrated, usually from 46.1 µM), without a hit: at the top dose activity change, negative = cytotoxic, most hits filed as cytotoxic; hit rate 1.4% among 400,000; note: potency is the fitted concentration of half-maximal effect; % is set by controls: 0 for no effect and ±100 for the full control effect; nearly all actives have a fitted effect of over 60% in size
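Parental KB-3-1 viability, qHTS format: 72 h compound exposure, 37 °C; CellTiter-Glo; media-only wells and DMSO plates as controls; concentration-effect fits on corrected data.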
DRD3 agonist: qHTS of D3 Dopamine Receptor Agonist: qHTS; AID 652048, 2013; hit rate 0.58% among 410,000; max activation, %; D(3) dopamine receptor (Homo sapiens), P35462; D3R DiscoveRx beta-arrestin cells, luminescence, 90 min; in the data active = max activation above about 30%; note: 0% is about no effect; mostly tested at two doses, the higher about 12 µM
Target sequence (P35462 whole entry, looked up): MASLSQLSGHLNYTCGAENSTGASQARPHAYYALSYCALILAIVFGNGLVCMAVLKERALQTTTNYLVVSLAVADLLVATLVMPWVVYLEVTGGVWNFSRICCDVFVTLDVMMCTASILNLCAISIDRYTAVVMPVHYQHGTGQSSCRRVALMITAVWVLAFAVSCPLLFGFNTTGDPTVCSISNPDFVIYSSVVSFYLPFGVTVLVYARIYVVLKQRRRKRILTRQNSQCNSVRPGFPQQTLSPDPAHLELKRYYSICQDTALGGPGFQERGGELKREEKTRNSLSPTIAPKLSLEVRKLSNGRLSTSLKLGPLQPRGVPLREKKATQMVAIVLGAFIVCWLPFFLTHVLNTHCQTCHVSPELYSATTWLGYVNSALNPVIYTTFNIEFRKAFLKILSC
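Cells at 1500/well, incubated overnight, then treated with pinned compounds (dopamine as control) for 90 min at 37 degrees C. DiscoveRx reagent added for 30 - 60 minutes at room temperature; luminescence read.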
DRD3 antagonist: qHTS of D3 Dopamine Receptor Antagonist: qHTS. D3R cells, DiscoveRx beta-arrestin luminescence, antagonist mode; stronger effect = lower value. D(3) dopamine receptor (Homo sapiens), P35462. max response, negative = inhibition, %. hit rate 2.5% among 360,000; in the data active = max response below about -50%; inconclusive = no clear call, values can overlap the other calls; note: % is set by controls: 0 for no effect and ±100 for the full control effect; mostly tested at two doses, the higher about 12 µM
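Cells plated overnight at 1500 cells/well, then exposed to library compounds with dopamine controls for 90 minutes at 37 degrees C. DiscoveRx reagent added for 30–60 minutes at room temperature; luminescence read, quantitative HTS format.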
Starred values were filed as active, the others as inactive; ? = inconclusive; . = no result given; & = joins results of further samples; [ ] = another dose, or the depositor's remark. Unless noted, calls come from the whole dose curve; as a rule, active = well fitted curve in the direction sought with a large enough effect; inconclusive = small, poorly fitted or top-dose-only effect, or another doubt; inactive = no such curve, though single readings can be large; an effect the other way counts as inactive or inconclusive.

SMILES	GLP-1R agonist	IL-1B inflam inh	KB-V1 MDR tox	HT1080NT lethal	HT1080 IDH1KD tx	SW480 rerep	KB-3-1 cytotox	DRD3 agonist	DRD3 antagonist
CCCn1c(SC(C(=O)Nc2cccc(OC)c2)c2ccccc2)nc2ccccc2c1=O (centres undefined)	0%	28	16%	9%	8%	?	4%	3	39
N#Cc1c(N)n(CCNC(=O)c2cccs2)c2nc3ccccc3nc12	15%	-20	7%	23%	17%	12%[9.22 µM]	9%	2	0
COc1ccccc1N1CCN(C(=O)CN2C(=O)COc3ccc(S(=O)(=O)N4CCCCCC4)cc32)CC1	0%	.	4%	.	.	.	2%	-18	.
CN1CCN(C(=O)c2cccc(-c3cccc4nccn34)c2)CC1	7%	19	-20%	14%	9%	.	0%	3	9
O=S(=O)(c1cc(Cl)ccc1Cl)n1nnc2ccccc21	-10%	-24	2%	3%	6%	-3%	2%	7	-25
COC(=O)c1c(N)c2ccccc2[nH]c1=O	-2%	-2	14%	-1%	-6%	-4%	5%	4	-11
COc1ccc(CCNS(=O)(=O)c2ccc3c(c2)OCCO3)cc1OC	?	-5	-18%	0%	-6%	-3%	-14%	1	-10
COc1ccc([N+](=O)[O-])cc1NC(=O)c1cccnc1	10%	-14	-12%	29%	18%	8%	-10%	-9	-16
COc1ccccc1C(=O)NCCC(=O)NCC(c1ccccc1)N(C)C (centres undefined)	-4%	1	-9%	-1%	0%	-2%	-4%	-11	-5
COc1ccc(C(=O)OCC(=O)NC2CC2)cc1S(=O)(=O)Nc1ccc(C)cc1	0%	0	16%	4%	-1%	-6%	-4%	0	-24
CSc1ccc(C(=O)C2CCCN(C(=O)c3nonc3C)C2)cc1 (centres undefined)	1%	-9	.	-4%	-6%	6%	.	-14	0
C=CCOC(=O)C1=C[C@H](c2csc3ccccc23)[C@@H](CCCO)[C@H](OCC)O1	16%	24	-6%	-14%	-7%	0%	2%	-15	5
Cn1c(COc2ccc(Cl)cc2)nnc1SCC(=O)NC1CC1	8%	29	-8%	1%	4%	-2%	6%	3	-3
COCCOC1CCN(C(=O)C2CCC(=O)N(CCc3cccc(F)c3)C2)CC1 (centres undefined)	-4%	17	0%	26%	14%	-7%	-7%	8	-5
CCC1Nc2ncnc(N3CCN(c4ccccc4)CC3)c2N(Cc2ccccc2)C1=O (centres undefined)	-1%&-3%	-26&-21	?	-8%&-9%	-2%&-8%	16%	?	-60&-32	-142*
CCc1c(C)nc2nc(-c3ccccc3)nn2c1NCc1ccc(C)cc1	0%	.	0%	.	.	.	-23%	3	.
O=C1C(=O)N(CCCn2ccnc2)C(c2ccc(Br)cc2)/C1=C(\O)c1ccc2c(c1)OCCO2 (centres undefined)	0%	-6	-3%	-1%	3%	1%	5%	-12	-7
COc1ccc2nc(SCc3nc(N)nc(Nc4ccccc4)n3)[nH]c2c1	10%	-4	-20%	-10%	-9%	-3%	-2%	-5	21
CCc1nc2c(OCc3ccc(F)c(F)c3)cccn2c1N(C)C(=O)C1CC1	7%	10	3%	10%	-2%	.	0%	1	15
CCOc1cc(/C=N/NC(=O)c2ccncc2)ccc1OC(=O)c1ccco1	-2%	30	?	-3%	6%	-2%	-2%	-9	-7
COc1ccc(NC(=O)c2cc(C3CCCCN3C(=O)c3cccs3)on2)c(C)c1 (centres undefined)	8%	-7	3%	10%	-1%	.	0%	7	-13
COc1ccc(C(=O)OCC(=O)C(C)(C)C)cc1S(=O)(=O)N(C)CCc1cccnc1	8%	36	-11%	-7%	-14%	6%	-3%	-1	16
CCOC(=O)c1ccc(NC(=O)c2ncn3c2C(=O)NC[C@@H]3C)cc1	12%	-19	?	9%	-8%	.	0%	4	19
COc1cc2c(cc1OC)/C(=C/C#N)NC(C)(C)C2	?	-5	3%	4%	2%	-5%	2%	-4	3
Cc1cc2c(cc1C)/C(=C\C(N)=O)NC(C)(C)C2	-4%	-2	2%	-6%	-6%	-4%	-6%	-8	-8
Cc1cc(Cl)ccc1NC(=S)N1CCN(C(=O)C2CCCO2)CC1 (centres undefined)	11%	6	14%	9%	10%	-3%	10%	-2	0
CS(=O)(=O)N1CCC(Oc2ccccc2C(=O)N2CCN(CC3CC3)CC2)CC1	12%	21	0%	15%	18%	3%	13%	6	1
Cc1ccc(/C=N/N2C(=O)c3ccccc3NC2c2ccc(C)cc2)cc1 (centres undefined)	8%	-6	-6%	-21%	-23%	1%	-13%	-37	-11
CS(=O)(=O)N(CC(=O)NCCSCc1c(F)cccc1Cl)c1cccc([N+](=O)[O-])c1	2%	23	?	13%	5%	-6%	2%	1	-27
CCCC(=O)OCC(=O)NC1CCCc2ccccc21 (centres undefined)	1%	16	?	-5%	-1%	5%	-28%	-3	-10

A draw from above in order of formula weight, lowest first:
SMILES	GLP-1R agonist	IL-1B inflam inh	KB-V1 MDR tox	HT1080NT lethal	HT1080 IDH1KD tx	SW480 rerep	KB-3-1 cytotox	DRD3 agonist	DRD3 antagonist
CCOC(=O)c1ccc(NC(=O)c2ncn3c2C(=O)NC[C@@H]3C)cc1	12%	-19	?	9%	-8%	.	0%	4	19
CCc1c(C)nc2nc(-c3ccccc3)nn2c1NCc1ccc(C)cc1	0%	.	0%	.	.	.	-23%	3	.
CCOc1cc(/C=N/NC(=O)c2ccncc2)ccc1OC(=O)c1ccco1	-2%	30	?	-3%	6%	-2%	-2%	-9	-7

Going on with the list.
SMILES	GLP-1R agonist	IL-1B inflam inh	KB-V1 MDR tox	HT1080NT lethal	HT1080 IDH1KD tx	SW480 rerep	KB-3-1 cytotox	DRD3 agonist	DRD3 antagonist
O=C(Cc1cccc(NC(=O)C2CCCN(C(=O)c3ccccc3)C2)c1)Nc1ccc(C(=O)N2CCCCC2)cc1 (centres undefined)	3%	-5	0%	3%	2%	-13%	0%	-11	?
Clc1ccc(/C=N/Nc2nnc(-c3ncc[nH]3)c3ccccc23)cc1	7%	22	7.3µM*	?	?	23%	-23%	-53	-16
O=C(NCCc1ccccc1)C1c2ccccc2C(=O)N1C1CC1 (centres undefined)	3%	16	-2%	-4%	-6%	-7%	-1%	0	-13
CCCc1nc(SCc2ccccn2)c2c(=O)n(C)c(=O)n(C)c2n1	-1%	58	17%	0%	-2%	-5%	-22%	1	10
C[C@H](CO)N1C[C@H](C)[C@@H](CN(C)S(=O)(=O)c2ccc(F)cc2)Oc2ccc(NS(=O)(=O)c3ccc(F)cc3)cc2C1=O	4%	-7	?	9%	0%	21%	7%	2	14
O=[N+]([O-])c1ccc(-c2ccc(/C=N/Nc3nc(N4CCCCC4)nc(N4CCCCC4)n3)o2)cc1	0%	14	-2%	4%	4%	6%	-1%	10	15
Cc1ccc(S(=O)(=O)c2c(C(=O)c3ccccc3)cnc3cc4c(cc23)OCCO4)cc1	3%	-61*	?	-6%	-25%	17%	?	2	-1
O=C1CSC(c2ccccc2[N+](=O)[O-])N1c1ccccc1 (centres undefined)	2%	25	-4%	-2%	1%	-14%	4%	3	12
CCN(CC)C(=O)c1ccc2c(c1)N(Cc1ccccc1)C(=O)CS2=O (centres undefined)	-9%	14	0%	15%	6%	0%	5%	4	2
Cn1nc(-c2ccc(Cl)cc2)c2cc(C(=O)N3CCN(c4ccccn4)CC3)sc21	6%	1	-3%	-9%	-2%	-2%	-10%	5	9
Cc1cccc2nc(-c3ccccc3)nc(N[C@@H](CO)c3ccccc3)c12	0%	-63*	?	?	?	29%	?	0	29
C/C(=N/Oc1nc(C)cc(C)n1)c1ccc(Cl)cc1Cl	-1%	-17	-24%	16%	10%	-1%	5%	-1	0
COc1ccc(/C=C/C(=O)c2cc3c(cc2N)OCO3)cc1	10%	0	?	?	?	?	-6%	8	0
O=Cc1cc([N+](=O)[O-])ccc1N1CCN(Cc2ccc3c(c2)OCO3)CC1	21%	-64*	-2%	-1%	-10%	-14%	?	-16	?
CCOC(=O)Cc1csc(NC(=S)NC(=O)c2ccccc2)n1	-5%	20	2%	10%	17%	-2%	11%	5	17
CCCCCn1c(=S)[nH]c2cc(C(=O)N3CCCC3)ccc2c1=O	-3%	28	?	24%	4%	-3%	-15%	-2	3
Cc1ccc(SC(C)C(=O)Nc2cccnc2)cc1 (centres undefined)	4%	11	6%	?	10%	-12%	5%	-2	?
Cn1c(=O)c2c(nc(SCC(=O)NC3CCCC3)n2C)n(C)c1=O	2%	3	1%	19%	21%	-1%	4%	3	4
Cc1nc2c(ncn2-c2ccccc2)c(=O)n1NC(=O)CN1CCCCC1	0%	36	-7%	-6%	-6%	-5%	-2%	-13	-13
Cc1cnc(C(=O)N2CCc3c([nH]c4ccccc34)C2c2ccc(F)cc2)cn1 (centres undefined)	4%	1	-11%	-24%	-26%	13%	?	-5	25
Clc1ccc(CSc2snnc2-c2ccccc2)c(Cl)c1	0%	-4	-16%	-1%	13%	0%	-8%	-10	-4
CCOC(=O)C1(Cc2cccc(OC)c2)CCN(Cc2cccn2-c2ccccn2)CC1	1%	-12	-26%	-20%	-24%	2%	-21%	-23	-12
COc1cc2c(C(=O)N3CCN(Cc4ccc5c(c4)OCO5)CC3)cn(C)c(=O)c2cc1OC	10%	1	0%	-2%	-1%	0%	-1%	1	7
CCCc1ccc(C(=O)O/N=C(\N)c2ccccn2)cc1	-8%	-58*	-16%	?	?	10%[1.84 µM]	-6%	-15	-21

Quoted from the listing:
Entry of CCCCCn1c(=S)[nH]c2cc(C(=O)N3CCCC3)ccc2c1=O under GLP-1R agonist: -3%
Entry of Clc1ccc(CSc2snnc2-c2ccccc2)c(Cl)c1 under GLP-1R agonist: 0%
